Screening data as filed in PubChem.
Rhodamine autofl – rhodamine region autofluorescence; Rhodamine-region fluorescence, 547/598 nm, Tris buffer; hits give high values; max dye-equivalent concentration, M; actives 0.05% (n = 59,000); in the data active means max dye-equivalent concentration above about 11 nM; inconclusive means between about 1.1 nM and that limit
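Steps: pin-transfer compounds into pH 8.0 Tris (100 mM), hold 15 min at room temperature, image with a 547/598 nm filter pair, and convert intensities to rhodamine-equivalent concentration using a six-point on-plate rhodamine series.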
HBB splice mod – modulators of hemoglobin beta chain splicing; HBB splicing reporter cell assay, activation; EGFP reporter with mutant IVS2-654 intron; response scale: normalised to 500 nM splice-correcting PNA; Potency, µM (doses to about 46.1 µM), for the others: top-dose activation, usual class: activators; actives 0.06% (n = 65,000); further: potency means the concentration at half of the fitted maximal effect; 0% is about no effect
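Compounds were applied for 2 days to HeLa EGFP-654 cells, 500/well in Optimem with 2% FCS. The reporter's EGFP is disrupted by mis-splicing of beta-globin intron IVS2-654. Readout: summed well GFP fluorescence from 488 nm laser scanning; reference was 500 nM antisense […] 654 PNA.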
4-MU autofl – compound fluoresces in the 4-MU spectral region; compound autofluorescence, 340/450 nm, 4-MU equivalents; hits give high values; max dye-equivalent concentration, M; actives 11% (n = 59,000); in the data active means max dye-equivalent concentration above about 10 nM; inconclusive means mostly about 1.1 nM to 9.6 nM
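Compounds in 100 mM Tris, pH 8.0, sat 15 min at room temperature before fluorescence was read at 340 nm excitation/450 nm emission; a per-plate six-point 4-MU standard curve converted signals to dye-equivalent concentration at each compound concentration.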
15-hLO inh – inhibitors of human 15-lipoxygenase (ALOX15). actives 1.4% (n = 74,000). purified 15hLO-1, xylenol orange hydroperoxide absorbance. AID 887. Potency, µM (titrated, usually from 57.1 µM), for inactives: top-dose activity change, negative = inhibition, most hits filed as inhibitors. P16050; further: potency means the concentration at half of the fitted maximal effect; on the % scale 0 is the no-effect control and ±100 the full control effect; nearly all actives have a fitted effect of over 55% in size
Target sequence (P16050 whole entry, looked up): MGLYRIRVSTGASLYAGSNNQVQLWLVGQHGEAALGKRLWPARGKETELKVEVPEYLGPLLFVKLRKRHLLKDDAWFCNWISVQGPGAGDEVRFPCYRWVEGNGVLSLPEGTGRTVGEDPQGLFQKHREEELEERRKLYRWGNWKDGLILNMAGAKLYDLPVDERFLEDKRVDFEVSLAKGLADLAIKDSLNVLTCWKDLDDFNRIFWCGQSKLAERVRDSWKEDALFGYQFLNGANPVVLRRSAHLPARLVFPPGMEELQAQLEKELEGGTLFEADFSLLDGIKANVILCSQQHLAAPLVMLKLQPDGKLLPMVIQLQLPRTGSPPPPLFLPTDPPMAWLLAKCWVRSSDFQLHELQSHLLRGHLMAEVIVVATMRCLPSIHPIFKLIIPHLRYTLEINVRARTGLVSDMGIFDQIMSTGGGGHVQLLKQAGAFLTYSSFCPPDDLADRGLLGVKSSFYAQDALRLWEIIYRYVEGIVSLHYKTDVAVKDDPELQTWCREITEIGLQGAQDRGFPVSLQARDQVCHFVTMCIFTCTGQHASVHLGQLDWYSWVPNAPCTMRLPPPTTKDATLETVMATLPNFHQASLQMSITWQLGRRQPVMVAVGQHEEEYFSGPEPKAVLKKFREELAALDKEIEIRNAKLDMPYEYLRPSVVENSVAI
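Purified human 15hLO-1 (40 nM) in 25 mM Hepes pH 7.5, 0.01% Triton X-100, preincubated 15 min RT with compound, then 50 uM arachidonic acid for 6 min. Hydroperoxide read by ferrous/xylenol orange, 30 min; 573/405 nm absorbance ratio gave progress.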
Epigenetic mod – epigenetic modulators derepressing GFP locus in mouse cells; actives 0.09% (n = 68,000); mouse C127i GFP locus derepression, cytometry, 30 h; Potency, µM (series often up to 46.1 µM), inactives show at the top dose GFP derepression (activation); further: % of control where 0% means no effect
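Read-out is the number of GFP-positive cells, scored as fluorescent objects 20 to 120 um wide, reflecting derepression of a silenced CMV-GFP reporter in murine C127i cells after 30 h compound exposure at 37 C.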
HADH2 inhib – HADH2 (human) dehydrogenase inhibition; Q99714; recombinant HADH2, NADH fluorescence, beta-hydroxybutyryl-CoA; Potency, µM (top dose mostly 57.1 µM), for the others: at the top dose activity change, negative = inhibition, hits mostly inhibitors; actives 3.4% (n = 73,000); AID 886; further: potency means the concentration at half of the fitted maximal effect; on the % scale 0 is the no-effect control and ±100 the full control effect; nearly all actives have a fitted effect of over 60% in size; many of its hits are not listed in these tables
Target sequence (Q99714 whole entry, looked up, one chain of several): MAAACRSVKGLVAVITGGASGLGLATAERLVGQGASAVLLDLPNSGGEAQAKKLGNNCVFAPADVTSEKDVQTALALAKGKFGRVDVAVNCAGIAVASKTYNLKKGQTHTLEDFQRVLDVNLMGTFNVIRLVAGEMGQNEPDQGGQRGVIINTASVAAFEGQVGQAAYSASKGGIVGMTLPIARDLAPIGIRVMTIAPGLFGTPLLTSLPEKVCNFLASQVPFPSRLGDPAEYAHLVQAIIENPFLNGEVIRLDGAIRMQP
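Activity measured as NADH fluorescence gain (360/450 nm), taken as the change between first and last reads of a 4-min kinetic run. Conditions: pH 9.0 Tris buffer, 20 nM E. coli-expressed His-tagged enzyme, 1 mM NAD+, 90 uM beta-hydroxybutyryl-CoA; 15-min compound preincubation.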
Texas Red fluor – Texas Red region autofluorescence | Compound fluorescence, Texas Red channel, 547/618 nm; hits give high values | max dye-equivalent concentration, M | actives 0.06% (n = 59,000) | AID 587; in the data active means max dye-equivalent concentration above about 10 nM; inconclusive means between about 1.1 nM and that limit
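Spectral interference profiling: each compound concentration's relative fluorescence, read with a 547 nm excitation and 618 nm emission filter pair, was normalized to a per-plate Texas Red standard curve.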
Hsp90 Hop PPI – changes Hsp90-Hop TPR2A binding signal, up or down; actives 0.44% (n = 71,000); AlphaScreen TPR2A-His6 binding biotin-Hsp90 C-terminal peptide; Potency, µM (highest dose often 57 µM), without a hit: top-dose activity change, negative = inhibition; AID 595; active means well fitted curve in either direction with a large enough effect; inconclusive means small, poorly fitted or top-dose-only effect, or another doubt; further: potency means the concentration at half of the fitted maximal effect; on the % scale 0 is the no-effect control and ±100 the full control effect; many of its hits are not listed in these tables
DNA Pol III inh – blocks replication by bacterial DNA polymerase III holoenzyme; reconstituted DNA polymerase III holoenzyme replication, biochemical; Potency, µM (doses to about 57.1 µM), inactives show at the highest dose activity change, negative = inhibition; actives 0.25% (n = 71,000); AID 603; further: potency means the concentration at half of the fitted maximal effect; on the % scale 0 is the no-effect control and ±100 the full control effect
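Reconstituted *E. coli* holoenzyme (0.35 nM Pol III, 1 nM beta, 154 nM SSB, 2 nM primase) was preincubated with compound for 15 min at RT. Synthesis on 1.4 nM ssM13Gori ran 35 min, then was stopped with PicoGreen/EDTA and read as dsDNA fluorescence.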
Ub-GFP proteasome – ubiquitin-GFP accumulation via proteasome inhibition; 67,000 tested, under 10 active; AID 526; Potency, µM (top dose mostly 45.9 µM), without a hit: at the highest dose activation (GFP accumulation), most hits filed as activators; Ubiquitin-GFP reporter cells, proteasome inhibition, GFP fluorescence; response scale: untreated = 0%, 10 µM MG-132 = 100%; active means well fitted activation curve with a large enough effect, not every such curve was filed as active; inconclusive means small, poorly fitted or top-dose-only effect, or another doubt; inactive means no such curve, though single readings can be large or run the other way; further: potency means the concentration at half of the fitted maximal effect
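U2OS Ub(G76V)-GFP reporter; O/N plating, 0.5% FBS; cpd 46 uM–2.9 nM, 4 h, 37 °C; GFP+ cell count, 488/515 nm; norm. to basal vs 10 uM MG-132; CRC fit.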
Fluorescein fluor – fluorescein region autofluorescence; max fluorescein-equivalent concentration, M; actives 0.91% (n = 59,000); AID 593; Compound autofluorescence, 480/540 nm, fluorescein-equivalent; hits give high values; in the data active means max fluorescein-equivalent concentration above about 10 nM; inconclusive means between about 1.1 nM and that limit
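Tris 100 mM pH 8.0; 15 min RT; CCD read, ex 480/em 540 nm. Output: fluorescein-equivalent concentration per compound concentration, from six-point dye series on each plate.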
* hit, by the source's call; [ ] = dose if it differs, or a comment. Unless noted, the call rests on the fitted dose curve; in most records, active means well fitted curve in the direction sought with a large enough effect; inconclusive means small, poorly fitted or top-dose-only effect, or another doubt; inactive means no such curve, though single readings can be large; an effect the other way counts as inactive or inconclusive. This is a subset; count on the stated rates, not on these rows.

`O=C(NCc1ccco1)C1OCCc2ccccc21` (stereo unspecified) gave Rhodamine autofl inactive, HBB splice mod 2.8%, 4-MU autofl inactive, 15-hLO inh -2%, Epigenetic mod 2%, HADH2 inhib -11%, Texas Red fluor inactive, Hsp90 Hop PPI -3%, DNA Pol III inh -10%, Ub-GFP proteasome -5% and Fluorescein fluor inactive.
For CCC(=O)N1CCc2cc(Br)cc(S(=O)(=O)N3CCN(c4ccccn4)CC3)c21 the results were Rhodamine autofl inactive, HBB splice mod 2.7%, 4-MU autofl inactive, 15-hLO inh 1%, Epigenetic mod -2%, HADH2 inhib 0%, Texas Red fluor inactive, Hsp90 Hop PPI -1%, DNA Pol III inh -1%, Ub-GFP proteasome 12% and Fluorescein fluor inactive.
Screening Cc1nn(CC(=O)Nc2ccc(C(=O)N(C)C)cc2)c(=O)c2ccccc12 returned Rhodamine autofl inactive, HBB splice mod 4.0%, 4-MU autofl inconclusive, 15-hLO inh 9%, Epigenetic mod -3%, HADH2 inhib 6%, Texas Red fluor inconclusive, Hsp90 Hop PPI -6%, DNA Pol III inh -9%, Ub-GFP proteasome -4% and Fluorescein fluor inconclusive.
For CN1CCN(S(=O)(=O)c2ccc(N(C)Cc3cccs3)nc2)CC1 the results were Rhodamine autofl inactive, HBB splice mod -2.3%, 4-MU autofl inactive, 15-hLO inh -3%, Epigenetic mod 1%, HADH2 inhib 13%, Texas Red fluor inconclusive, Hsp90 Hop PPI -5%, DNA Pol III inh -3%, Ub-GFP proteasome -2% and Fluorescein fluor inconclusive.
COc1ccc2[nH]cc(CCNc3ncnc4ccc(-c5ccccc5OC)cc34)c2c1 was read as Rhodamine autofl inactive, HBB splice mod -1.2%, 4-MU autofl inactive, 15-hLO inh 5%, Epigenetic mod -3%[9.22 µM], HADH2 inhib -10%, Texas Red fluor inactive, Hsp90 Hop PPI inconclusive, DNA Pol III inh -4%, Ub-GFP proteasome 3% and Fluorescein fluor inconclusive.
`COc1ccc(CCNC(=O)CCN2C(=O)C3CC=CCC3C2=O)cc1OC` (stereo unspecified) gave Rhodamine autofl inactive, HBB splice mod 3.9%, 4-MU autofl inactive, 15-hLO inh 2%, Epigenetic mod 0%, HADH2 inhib 3%, Texas Red fluor inactive, Hsp90 Hop PPI -1%, DNA Pol III inh -2%, Ub-GFP proteasome -2% and Fluorescein fluor inconclusive.
Clc1cccc(Cl)c1C(Nc1nncs1)Nc1nncs1 was read as Rhodamine autofl inactive, HBB splice mod 2.2%[9.22 µM], 4-MU autofl inactive, 15-hLO inh 7%[11.4 µM], Epigenetic mod 2%[9.22 µM], HADH2 inhib 8%[11.4 µM], Texas Red fluor inactive, Hsp90 Hop PPI 0%[11 µM], DNA Pol III inh -8%[11.4 µM], Ub-GFP proteasome -2%[9.17 µM] and Fluorescein fluor inactive.
For C=CCN1C(=O)CN=C1Nc1cc(C)cc(C)c1 the results were Rhodamine autofl inactive, 4-MU autofl inactive, 15-hLO inh -1%, Epigenetic mod 3%, HADH2 inhib -1%, Texas Red fluor inconclusive, Hsp90 Hop PPI -7%, DNA Pol III inh -1%, Ub-GFP proteasome -1% and Fluorescein fluor inactive.
CC1=C(n2nnc3ccccc32)C(c2ccccc2)C(C#N)=C(N)O1 (stereo unspecified) was read as HBB splice mod 0.2%, 15-hLO inh -22%, Epigenetic mod -2%, HADH2 inhib -21%, Hsp90 Hop PPI -6%, DNA Pol III inh -2% and Ub-GFP proteasome 3%.
`O=C(CSc1nnc(-c2ccco2)o1)NC(=O)C1COc2ccccc2O1` (stereo unspecified) gave Rhodamine autofl inactive, HBB splice mod -0.3%[57.5 µM], 4-MU autofl inactive, 15-hLO inh -20%, Epigenetic mod 0%, HADH2 inhib -28%, Texas Red fluor inconclusive, Hsp90 Hop PPI -2%, DNA Pol III inh -3%, Ub-GFP proteasome 15% and Fluorescein fluor inconclusive.

Overlap with the part before: two compounds, followed by the next part.
CC1=C(n2nnc3ccccc32)C(c2ccccc2)C(C#N)=C(N)O1 (stereo unspecified) was read as HBB splice mod 0.2%, 15-hLO inh -22%, Epigenetic mod -2%, HADH2 inhib -21%, Hsp90 Hop PPI -6%, DNA Pol III inh -2% and Ub-GFP proteasome 3%.
`O=C(CSc1nnc(-c2ccco2)o1)NC(=O)C1COc2ccccc2O1` (stereo unspecified) gave Rhodamine autofl inactive, HBB splice mod -0.3%[57.5 µM], 4-MU autofl inactive, 15-hLO inh -20%, Epigenetic mod 0%, HADH2 inhib -28%, Texas Red fluor inconclusive, Hsp90 Hop PPI -2%, DNA Pol III inh -3%, Ub-GFP proteasome 15% and Fluorescein fluor inconclusive.
`CCOc1ccccc1N1CSC2=C(C#N)C(c3c(OC)ccc4ccccc34)CC(=O)N2C1` (stereo unspecified) gave HBB splice mod -0.6%, 15-hLO inh inconclusive, HADH2 inhib 0.63µM*, Hsp90 Hop PPI -4%[2.3 µM], DNA Pol III inh -8% and Ub-GFP proteasome 20%.
For CCCc1ccc(S(=O)(=O)NCCc2ccncc2)cc1 the results were Rhodamine autofl inactive, HBB splice mod -0.7%, 4-MU autofl inactive, 15-hLO inh 0%, Epigenetic mod 0%, HADH2 inhib 10%, Texas Red fluor inactive, Hsp90 Hop PPI -2%, DNA Pol III inh -2%, Ub-GFP proteasome 11% and Fluorescein fluor inactive.
CC(=O)Nc1cccc(NC(=O)CSc2ncc(-c3ccc(Cl)cc3)n2Cc2ccco2)c1 was read as Rhodamine autofl inactive, HBB splice mod -0.2%[57.5 µM], 4-MU autofl inactive, 15-hLO inh inconclusive, Epigenetic mod 0%, HADH2 inhib 4%, Texas Red fluor inactive, Hsp90 Hop PPI -28%, DNA Pol III inh -5%, Ub-GFP proteasome -1% and Fluorescein fluor inconclusive.
`CCN(CC)CCCN1C(=O)c2oc3ccccc3c(=O)c2C1c1cccc(OC)c1OC` (stereo unspecified) gave Rhodamine autofl inactive, HBB splice mod -1.9%[57.5 µM], 4-MU autofl 1.2e-08M*, 15-hLO inh 7%, Epigenetic mod 0%, HADH2 inhib 10%, Texas Red fluor inactive, Hsp90 Hop PPI -3%, DNA Pol III inh -6%, Ub-GFP proteasome -6% and Fluorescein fluor inconclusive.
For Nc1nnnn1/N=C/C(Br)=C/c1ccccc1 the results were Rhodamine autofl inactive, 4-MU autofl inconclusive, 15-hLO inh -11%, Epigenetic mod 2%, HADH2 inhib -26%, Texas Red fluor inactive, Hsp90 Hop PPI -2%, DNA Pol III inh -5%, Ub-GFP proteasome 5% and Fluorescein fluor inactive.
Screening CCc1nc(NCc2ccco2)c2oc3ccccc3c2n1 returned Rhodamine autofl inactive, HBB splice mod 2.8%, 4-MU autofl inactive, 15-hLO inh -30%, Epigenetic mod -1%, HADH2 inhib -1%, Texas Red fluor inconclusive, Hsp90 Hop PPI -1%, DNA Pol III inh -1%, Ub-GFP proteasome 7% and Fluorescein fluor inconclusive.
`O=c1cnc2cnc(N3CCOCC3)nc2n1Cc1ccc(F)cc1` gave Rhodamine autofl inactive, HBB splice mod 11%, 4-MU autofl inconclusive, 15-hLO inh -9%, Epigenetic mod 3%[9.22 µM], HADH2 inhib 11%, Texas Red fluor inactive, Hsp90 Hop PPI -2%, DNA Pol III inh -6%, Ub-GFP proteasome 7% and Fluorescein fluor inconclusive.
`Cc1c(CN2CCCCC2)c(O)n(CCCO)c(=O)c1C#N` gave Rhodamine autofl inactive, 4-MU autofl inconclusive, 15-hLO inh -7%, Epigenetic mod 0%, HADH2 inhib -23%, Texas Red fluor inconclusive, Hsp90 Hop PPI -5%, DNA Pol III inh -3%, Ub-GFP proteasome -2% and Fluorescein fluor 1.6e-08M*.
For C=CCn1c(SCC(=O)NC(=O)NCc2ccco2)nc2sc(CC)cc2c1=O the results were Rhodamine autofl inactive, HBB splice mod -0.3%[57.5 µM], 4-MU autofl inactive, 15-hLO inh -15%, Epigenetic mod 0%, HADH2 inhib -3%, Texas Red fluor inactive, Hsp90 Hop PPI -5%, DNA Pol III inh -4%, Ub-GFP proteasome -3% and Fluorescein fluor inconclusive.
`CCOc1cc2c3c(c1)C1(C(=O)N3C(C)(C)C=C2C)C(C#N)=C(N)Oc2cc(O)ccc21` (stereo unspecified) gave Rhodamine autofl inactive, HBB splice mod 1.4%, 4-MU autofl inactive, 15-hLO inh inconclusive, Epigenetic mod 0%, HADH2 inhib 3%, Texas Red fluor inconclusive, Hsp90 Hop PPI -18%, DNA Pol III inh 2%, Ub-GFP proteasome -2% and Fluorescein fluor inconclusive.
`CCCCOC(=O)C1Cc2ccccc2C(=O)O1` (stereo unspecified) gave Rhodamine autofl inactive, HBB splice mod 1.5%, 4-MU autofl inactive, 15-hLO inh 4%, Epigenetic mod 2%, HADH2 inhib -3%, Texas Red fluor inactive, Hsp90 Hop PPI -1%, DNA Pol III inh 0%, Ub-GFP proteasome 0% and Fluorescein fluor inconclusive.
